# Mcl1-Noxa inh: disrupts binding of human Mcl-1 to Noxa peptide | TR-FRET Mcl-1/Noxa peptide binding, 2 h | AID 1022 | 1.5% of 220,000 active | inhibition, % at 21.7 µM;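 active = compounds that cut the protein-peptide binding signal by more than 50% relative to plate controls in a single-dose test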;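 also: His-tagged Mcl-1 with rhodamine Noxa BH3 peptide and terbium anti-His antibody; 0% = Mcl-1 plus Noxa peptide wells and 100% = peptide-only wells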
# RGS4-Gao reg: human RGS4-Galphao interaction regulation. Multiplexed bead flow cytometry, RGS4-Galphao binding; actives lie on both sides. binding response (% of control), % at 10 µM. 0.33% of 220,000 active. AID 1415; in the data active = binding response below about 49% or above about 150%; inactive = in between;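 also: fluorescent Galphao activated with aluminum fluoride binding bead-coupled RGS4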
# Target sequence (P09471 whole entry, looked up): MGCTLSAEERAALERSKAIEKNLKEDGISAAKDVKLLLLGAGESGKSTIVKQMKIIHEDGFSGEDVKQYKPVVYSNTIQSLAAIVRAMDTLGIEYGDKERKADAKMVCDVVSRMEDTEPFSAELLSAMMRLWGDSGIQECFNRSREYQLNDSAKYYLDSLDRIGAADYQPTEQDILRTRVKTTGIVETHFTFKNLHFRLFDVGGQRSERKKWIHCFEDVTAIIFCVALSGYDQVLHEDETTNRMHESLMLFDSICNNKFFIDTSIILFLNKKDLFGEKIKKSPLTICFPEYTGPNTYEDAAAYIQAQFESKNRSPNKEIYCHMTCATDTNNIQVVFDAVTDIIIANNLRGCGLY
# RGS8-Gao reg: modulates binding of RGS8 to human Galphao | P09471 | multiplexed bead flow cytometry; actives lie on both sides | response (percent of control binding), % at 10 µM | 0.34% of 220,000 active | AID 1423; in the data active = response below about 60% or above about 140%; inactive = in between;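 also: Galphao activated as the GDP aluminium fluoride complex binding bead-coupled RGS8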
# Mcl-1 Bim block: human Bim-Mcl-1 interaction inhibition | Q07820 | Bead-based flow cytometry, Bim peptide-Mcl-1 binding | inhibition, % at 10 µM | 0.1% of 190,000 active | AID 1009; in the data active = inhibition above about 40%;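 also: 0% = no compound tracer wells and 100% = peptide blocker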
# Mcl1-Bid inh: Mcl-1/Bid interaction inhibition | Q07820 | TR-FRET Mcl-1/Bid-Dy647 peptide binding, 1536-well | inhibition, % at 21.7 µM | 0.97% of 220,000 active;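 active = compounds that cut the binding signal by more than half at the single screening dose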;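 also: His-tagged Mcl-1 with europium anti-His antibody binding Bid BH3 peptide; 0% = Mcl-1 plus peptide wells and 100% = peptide-only wells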
# GSH fluor: GSH bead compound fluorescence profile. GSH beads flow cytometry, compound fluorescence 488/530 nm; active compounds read high. AID 1776. fluorescence (KMESF) at 10 µM. 0.25% of 190,000 active; in the data active = fluorescence above about 89;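 also: glutathione beads carrying GST-tagged Bcl family fusion proteins plus one bare bead set; values are compound well signal with DMSO vehicle wells as background; inactives centre near 16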
# Pf gamet viab: inhibitors of late stage P. falciparum gametocyte viability; P. falciparum stage V gametocytes, ATP luminescence, 24 h; inhibition, % at 10.9 µM; 0.065% of 150,000 active; AID 743093;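 active = inhibition above the mean plus 3 SD of compounds within the control limits, set per campaign, cut at about 38% in these data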;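 also: 0% = DMSO wells and 100% = medium only without gametocytes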
# Avidin fluor: compound fluoresces at 488/530 nm on avidin beads; 0.38% of 220,000 active; fluorescence (KMESF) at 10 µM; compound fluorescence 488/530 nm, flow cytometry; active compounds read high; in the data active = fluorescence above about 47; also: inactives centre near 10
# RGS7-Gao reg: human RGS7-Galphao interaction regulation | Multiplexed bead flow cytometry, RGS7-Galphao binding; actives lie on both sides | AID 1439 | binding response (% of control), % at 10 µM | P09471 | 0.35% of 220,000 active; in the data active = binding response below about 49% or above about 150%; inconclusive = no clear call, values can overlap the other calls; inactive = in between;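 also: fluorescent Galphao held in activated GDP-AlF4 state binding bead-coupled RGS7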
# ABCB1 inh: human ABCB1 inhibition, ABCG2 as counter-screen. P08183. CCRF-Adr cells, JC-1 efflux, flow cytometry. inhibition, % at 6.6 µM. 0.067% of 190,000 active. AID 1326; in the data active = inhibition above about 40%;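 also: 0% = vehicle and 100% = reference inhibitor; higher value means more JC-1 retained so stronger ABCB1 efflux block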
# ABCG2 block: human ABCG2 inhibition, ABCB1 as counter-screen; 0.1% of 190,000 active; Q9UNQ0; inhibition, % at 6.6 µM; IgMXP3 cells, JC-1 efflux, flow cytometry;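 active = inhibition above 80%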;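 also: 0% = DMSO and 100% = nicardipine control wells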
# Target sequence (Q9UNQ0 whole entry, looked up): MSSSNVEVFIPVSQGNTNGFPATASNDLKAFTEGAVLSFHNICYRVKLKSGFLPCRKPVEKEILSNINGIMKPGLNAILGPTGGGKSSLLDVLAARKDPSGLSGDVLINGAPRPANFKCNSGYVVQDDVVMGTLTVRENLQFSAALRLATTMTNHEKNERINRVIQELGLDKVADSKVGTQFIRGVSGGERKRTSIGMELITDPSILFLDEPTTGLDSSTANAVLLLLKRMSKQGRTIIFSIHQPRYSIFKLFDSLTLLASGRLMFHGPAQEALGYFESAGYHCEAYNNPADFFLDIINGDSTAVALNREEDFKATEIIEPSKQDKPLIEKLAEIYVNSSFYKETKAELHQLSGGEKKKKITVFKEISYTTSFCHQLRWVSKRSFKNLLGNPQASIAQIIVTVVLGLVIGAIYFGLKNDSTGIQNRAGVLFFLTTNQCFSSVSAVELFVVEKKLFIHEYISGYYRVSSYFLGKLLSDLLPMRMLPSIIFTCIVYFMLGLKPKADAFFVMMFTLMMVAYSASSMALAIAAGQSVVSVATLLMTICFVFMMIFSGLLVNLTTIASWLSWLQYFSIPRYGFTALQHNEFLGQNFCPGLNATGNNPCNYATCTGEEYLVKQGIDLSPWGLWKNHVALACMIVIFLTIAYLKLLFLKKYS
#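 Incubation: cells with compound and JC-1, 10 min at 25 °C, rotating, no wash / Test system: IgMXP3 (ABCG2) plus far-red-tagged CCRF-Adr (ABCB1) cells / Compound dosing: one concentration, 6.6 µM final / Also added: JC-1 fluorescent substrate / Evaluation: efflux inhibition in percent versus controls / Detection: flow cytometry, 530 nm JC-1 signal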
# * hit, by the source's call; u = inconclusive; x = no result given.
SMILES,Mcl1-Noxa inh,RGS4-Gao reg,RGS8-Gao reg,Mcl-1 Bim block,Mcl1-Bid inh,GSH fluor,Pf gamet viab,Avidin fluor,RGS7-Gao reg,ABCB1 inh,ABCG2 block
CC(C)C(=O)NN(C(=O)c1ccccc1)c1ccccc1,-4.0,99.8,100.7,1.0,-10.8,25,-6.8,9,105.1,-0.2,2.1
Cc1ccccc1Cn1nc(C)c(NC(=O)c2cc(CC(C)C)on2)c1C,-25.1,99.7,96.3,x,-20.9,x,10.9,7,u,x,x
COC(=O)COc1ccc(S(=O)(=O)Nc2ccc3c(c2)OCO3)cc1,9.4,106.3,102.7,-2.0,-17.9,42,12.7,6,106.4,0.3,1.6
CC(=O)Oc1ccc2c(c1)c(C(C)=O)c(C)n2C,27.9,102.0,104.6,1.0,-5.6,39,x,7,96.6,0.4,3.4
Cc1ccc(C(=O)N/C(=C\c2ccc(-c3cc(Cl)ccc3Cl)o2)C(=O)NCc2cccnc2)cc1,17.3,99.4,98.8,-1.0,-18.3,9,x,25,102.5,0.1,2.1
c1ccc(-c2nc(NCc3cccnc3)c3ccccc3n2)cc1,1.3,97.8,106.0,-2.0,-7.5,9,x,9,100.2,0.8,6.7
CC(C)(C)NNC(=S)Nc1cccc(C(F)(F)F)c1,8.9,94.2,102.3,x,-48.0,x,-23.1,7,u,x,x
CCOC(=O)c1c(-c2cccc(C)c2)csc1NC(=O)C1CC=CCC1C(=O)O (stereo not given),0.6,99.1,99.7,-3.0,-10.2,24,10.1,12,97.0,0.1,3.3
Cc1cc(C)nc(SCC(=O)Nc2ncc(Cc3ccc(Cl)c(Cl)c3)s2)n1,20.5,103.2,104.0,-2.0,3.4,15,-5.1,5,100.0,9.9,1.1
Cc1cc(N2CCCC2=O)ccc1S(=O)(=O)Nc1c(C)nn(C)c1C,9.3,97.5,98.7,3.0,-28.7,20,15.6,12,97.2,0.5,2.4

# Reprinted from the part before: 5 compounds; new compounds follow.
SMILES,Mcl1-Noxa inh,RGS4-Gao reg,RGS8-Gao reg,Mcl-1 Bim block,Mcl1-Bid inh,GSH fluor,Pf gamet viab,Avidin fluor,RGS7-Gao reg,ABCB1 inh,ABCG2 block
c1ccc(-c2nc(NCc3cccnc3)c3ccccc3n2)cc1,1.3,97.8,106.0,-2.0,-7.5,9,x,9,100.2,0.8,6.7
CC(C)(C)NNC(=S)Nc1cccc(C(F)(F)F)c1,8.9,94.2,102.3,x,-48.0,x,-23.1,7,u,x,x
CCOC(=O)c1c(-c2cccc(C)c2)csc1NC(=O)C1CC=CCC1C(=O)O (stereo not given),0.6,99.1,99.7,-3.0,-10.2,24,10.1,12,97.0,0.1,3.3
Cc1cc(C)nc(SCC(=O)Nc2ncc(Cc3ccc(Cl)c(Cl)c3)s2)n1,20.5,103.2,104.0,-2.0,3.4,15,-5.1,5,100.0,9.9,1.1
Cc1cc(N2CCCC2=O)ccc1S(=O)(=O)Nc1c(C)nn(C)c1C,9.3,97.5,98.7,3.0,-28.7,20,15.6,12,97.2,0.5,2.4
COc1cccc2cc(C(=O)Nc3ccc(S(=O)(=O)NCC4CCCO4)cc3)c(=O)oc12 (stereo not given),-9.6,102.4,99.5,x,4.6,x,-3.1,5,u,x,x
OCCN=C1CCCc2c1[nH]c1ccc(Cl)cc21,29.2,95.9,96.5,x,5.4,x,7.4,3,u,x,x
O=C(NCc1cc(C(F)(F)F)cc(C(F)(F)F)c1)C12CN(Cc3ccccc3)CC1C(c1cccc([N+](=O)[O-])c1)=NO2 (stereo not given),-6.0,100.6,101.1,-1.0,3.7,24,x,8,98.1,1.2,5.7
O=C(NCCF)[C@H]1C[C@@H]1[C@H](NP(=O)(c1ccccc1)c1ccccc1)c1ccccc1,-4.9,96.0,90.9,0.0,0.6,20,-4.3,7,99.6,1.6,11.7
CCN1C(=O)/C(=C\N2CCN(C)CC2)SC1=S,1.2,99.9,100.8,0.0,-46.0,53,x,8,98.0,-0.3,-0.3
COc1cccc(N2CC(C(=O)Nc3nnc(SCC(=O)c4ccccc4)s3)CC2=O)c1 (stereo not given),5.3,97.3,94.4,29.0,1.6,14,8.9,6,93.5,-0.5,-0.2
O=C(N/N=C/c1ccccc1[N+](=O)[O-])c1ccc(CN2CCOCC2)cc1,17.5,107.5,116.6,-6.0,28.9,12,-16.9,11,108.9,0.7,11.9
COc1cccc(C2=NOC(C(=O)Nc3cc(C)nn3-c3ccccc3)C2)c1OC (stereo not given),12.6,100.7,99.5,0.0,-12.8,19,x,9,100.3,-2.3,-2.5
Cc1cccc(NC(=O)C2SC(=Nc3c(C)cccc3C)C(C(=O)N3CCOCC3)=C2N)c1 (stereo not given),19.6,102.3,101.5,-6.0,14.6,11,2.9,12,100.5,-1.0,-2.4
O=c1[nH]c2ccc(Cl)cc2c(O)c1-c1ccccc1,-4.8,101.1,103.6,4.0,-20.8,17,x,12,102.1,-0.1,1.1
CCc1ccc(-c2csc(NC(=O)C3=NN(c4ccccc4)C(=O)CC3)n2)cc1,18.6,100.5,101.4,-1.0,-18.6,10,-1.8,13,100.8,0.4,4.0
Cc1ccc(-c2nc(C3CCCN(S(=O)(=O)c4ccc(C(C)(C)C)cc4)C3)no2)cc1 (stereo not given),4.6,98.4,99.1,0.0,-12.0,16,x,7,97.3,0.5,2.3
O=C(O)c1cccc(C(=O)c2cccc(C(=O)O)c2)c1,4.0,100.1,102.1,5.0,-10.2,25,10.5,9,99.2,0.1,0.1
CC(=O)Nc1ccc(S(=O)(=O)/N=C2\C(=O)c3ccccc3C([O-])=C2n2cc[n+](-c3ccccn3)c2)cc1,32.9,101.0,93.6,x,-18.2,x,-19.2,6,u,x,x
O=C(CCn1c(=S)oc2ccccc21)Nc1ccc(F)cc1,-0.3,98.7,103.2,-1.0,-19.3,12,x,23,102.6,0.0,2.2
CCCOc1ccc(NC(=O)CC2C(=O)N(C)C(=S)N2Cc2cccs2)cc1 (stereo not given),-0.5,x,x,-1.0,-0.8,18,x,x,x,6.9,4.0
O=[N+]([O-])c1cnccc1Nc1ccc(Cl)cc1,-24.6,112.9,105.6,x,-12.8,x,10.8,10,u,x,x
COCCN(CC(=O)NCc1ccc2c(c1)OCO2)C(=O)CCC(=O)Nc1nccs1,-2.3,101.6,102.1,-2.0,-0.2,14,x,7,98.5,0.5,2.2
CCCc1cc(=O)[nH]c(SCC(=O)N2CCN(c3ccc(F)cc3)CC2)n1,6.8,105.9,107.5,-4.0,-44.5,31,x,19,104.3,0.5,5.3
CN1CCCN(C(=O)c2ccc(Cl)c(S(=O)(=O)N(C)c3ccccc3)c2)CC1,49.1,92.8,94.4,-3.0,-10.3,5,x,6,91.3,-0.1,-0.1
CSc1nc2nccc(-c3ccc(Oc4ccccc4)cc3)n2n1,15.2,98.2,98.7,-1.0,15.8,23,x,21,98.1,1.5,68.8
Cc1cc(C)n2nc(NCc3ccccc3)nc2n1,-1.8,104.3,100.8,0.0,-8.0,22,24.3,22,100.5,0.0,1.7
C=CCn1c(SCc2ccccc2)nc(O)cc1=O,13.5,96.6,98.5,-2.0,-10.0,8,8.3,10,96.4,0.3,2.1
Cc1ccc2c(c1)C(O)(CC(=O)c1cccc(-n3cccc3)c1)C(=O)N2 (stereo not given),1.8,100.1,101.2,-2.0,-64.5,14,2.4,13,102.5,1.4,16.3
CN1CCN(CCCNC(=O)c2ccc(CS(=O)(=O)c3ccc(Br)cc3)o2)CC1,18.1,100.0,102.2,0.0,-16.3,26,x,7,99.0,0.6,0.7
CCCN(CCC)C(=O)c1cc(-c2ccc3c(c2)OCO3)nc2ccccc12,27.8,103.0,93.3,11.0,-14.2,35,x,4,97.8,1.4,3.3
COC(=O)c1scc(S(=O)(=O)C(C)(C)C)c1N,2.1,108.1,102.6,x,-14.3,x,8.2,14,u,x,x
O=c1[nH]cnc2c1cnn2Cc1ccccc1,15.0,101.0,97.9,21.0,1.5,18,-4.7,21,99.5,0.2,3.8
Cc1ccc2c(Cl)c(C(=O)NCC3CCCO3)sc2c1 (stereo not given),2.7,99.6,100.5,4.0,-5.0,17,x,14,99.7,-0.1,0.1
CC(C)(C)OC(=O)N1CCC[C@H]1c1nnc(SCc2c(Cl)cccc2Cl)o1,-6.3,99.0,99.6,1.0,-18.8,23,x,14,100.0,0.8,0.8
O=C(CNc1ccc(F)cc1F)NC(=O)NCc1ccco1,25.1,100.7,100.0,x,-62.5,x,-14.3,x,u,x,x
CCOC(=O)C1(Cc2ccccc2)CCN(Cc2ccc(COC)o2)CC1,10.9,96.7,99.6,0.0,-22.3,11,-4.1,3,100.2,1.4,1.3
COc1ccc(-n2c(=O)c3c4c(sc3n3c(=S)[nH]nc23)COC(C(C)C)C4)cc1 (stereo not given),8.8,89.4,94.4,x,-39.0,x,-4.0,5,u,x,x
CC(=O)Nc1ccc(NC(=O)CSc2nnc(CNc3ccc(F)cc3)n2CC2CCCO2)cc1 (stereo not given),16.3,100.1,100.0,-1.0,-39.9,22,-4.0,12,95.6,0.7,3.0
Cc1ccc(-c2ccccc2[C@@H]2C[C@H]3CN(C)C(=O)[C@]34CCCN24)o1,8.3,104.0,103.6,4.0,-28.7,10,2.8,10,107.8,1.0,2.1
CCCc1nc(SCC(=O)Nc2nc3c(s2)CCCC3)c2ccccc2n1,7.3,98.3,97.3,-1.0,-16.4,4,x,15,102.2,0.7,1.5
Cc1onc(-c2c(F)cccc2Cl)c1C(=O)Nc1cccc(Cn2cccn2)c1,16.8,102.0,101.8,-3.0,2.3,14,x,32,101.9,2.2,4.7
CS(=O)(=O)N(CC(=O)N1CCN(Cc2ccccc2)CC1)Cc1ccccc1,-15.8,105.5,106.4,-6.0,17.1,35,-0.2,8,103.3,3.6,-3.7
CCOC(=O)c1c(-c2ccccc2)csc1NC(=O)/C(C#N)=C/c1ccc(O)c(OC)c1,30.8,100.2,101.8,x,35.3,31,-6.8,13,94.6,65.8*,123.3*
OCc1nc2ccccc2n1CCCOc1ccccc1,0.0,101.2,99.1,-8.0,-16.8,11,x,5,97.6,0.6,5.4
Cc1nc(NC(=O)COC(=O)CCc2nc3ccccc3s2)c(Cl)cc1Cl,-8.4,102.5,100.8,-11.0,3.1,17,-16.1,12,95.8,0.7,2.3
N#CC(c1ccc(Cl)cc1)c1cccc(Cl)n1 (stereo not given),0.3,103.8,102.0,-1.0,-0.3,14,-34.8,9,103.6,-0.2,0.6

# Source: PubChem BioAssay
